procasp7 counter: activates human procaspase-7, counter-screen for procaspase-3 activators. P55210. 330,000 compounds, 0.093% hits. activation, % at 8.5 µM. recombinant procaspase-7, Ac-DEVD-pNA absorbance 405 nm; D23A/D198A/D206A triple mutant, cannot self-cleave; scale: DMSO 0, 5 µM enzyme 100. AID 463210;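 active means percent activation above the screen-wide mean plus 3 SD, cut at about 25% in these data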
Target sequence (P55210 whole entry D23A/D198A/D206A): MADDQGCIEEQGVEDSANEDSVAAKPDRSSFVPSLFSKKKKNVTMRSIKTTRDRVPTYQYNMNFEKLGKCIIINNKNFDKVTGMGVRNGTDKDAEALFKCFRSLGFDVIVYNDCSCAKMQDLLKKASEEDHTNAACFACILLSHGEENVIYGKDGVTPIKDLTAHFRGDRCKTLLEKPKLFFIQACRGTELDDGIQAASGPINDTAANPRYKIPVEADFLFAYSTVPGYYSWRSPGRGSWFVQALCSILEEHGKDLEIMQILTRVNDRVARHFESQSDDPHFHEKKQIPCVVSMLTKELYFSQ
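Assay system: Uncleavable procaspase-7 mutant enzyme; Input: 2 µM procaspase-7 mutant as dispensed; Also added: DEVD-pNA substrate; Medium: Zinc-free HEPES pH 7.4 with 300 mM NaCl, 0.01% Triton X-100; Timing: 1 h compound preincubation, 2 h substrate cleavage, 25 °C; Measured by: Epi-absorbance of released pNA at 405 nm, two timepoints.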
CIT2-GFP yeast: modulators of TOR pathway CIT2-GFP in S. cerevisiae | S. cerevisiae CIT2-GFP strain, flow cytometry, 3 h; 100 means same as DMSO wells | GFP response vs DMSO, % at 10 µM | AID 2029 | 320,000 compounds, 0.065% hits;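 active means GFP response relative to DMSO above a set limit, near the screen mean plus 3 SD, cut at about 150% in these data; inconclusive means Fewer than 70 cells measured for a yeast strain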;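 further: ratio of well median GFP fluorescence to mean of DMSO wells on the plate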
LAP4 TOR yeast: modulators of TOR pathway LAP4-GFP in S. cerevisiae; AID 2023; 320,000 compounds, 0.34% hits; GFP response vs DMSO, % at 10 µM; S. cerevisiae LAP4-GFP multiplex, flow cytometry GFP, 3 h; median GFP as percent of DMSO wells;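 active means GFP response vs DMSO above a set limit, about the screen mean plus 3 SD, cut at about 150% in these data; inconclusive means under 70 cell events counted for the yeast strain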
AGP1-GFP MLPCN: alters AGP1-GFP fluorescence in TOR pathway yeast screen; 320,000 compounds, 0.02% hits; AID 2066; S. cerevisiae AGP1-GFP multiplex flow cytometry, 3 h; GFP as percent of DMSO wells; GFP response vs DMSO, % at 10 µM;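 active means GFP response relative to DMSO above a set limit, near screen average plus 3 SD, cut at about 150% in these data; inconclusive means fewer than 70 cells counted for the yeast strain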;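 further: median GFP channel fluorescence of the gated AGP1 strain per well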
MEP2-GFP yeast: alters MEP2-GFP fluorescence in TOR pathway yeast screen. S. cerevisiae MEP2-GFP strain, flow cytometry GFP, 3 h; 100% = DMSO control level. GFP response vs DMSO, % at 10 µM. 330,000 compounds, 0.51% hits. AID 2016;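 active means GFP response versus DMSO above a set limit, roughly screen mean plus 3 SD, cut at about 180% in these data; inconclusive means fewer than 70 cells counted for a yeast strain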;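 further: median GFP fluorescence of the barcode-gated MEP2-GFP cells per well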
procasp3 activ: activates human procaspase-3; P42574; recombinant procaspase-3 D3A, Ac-DEVD-pNA absorbance 405 nm; activation, % at 8.5 µM; 330,000 compounds, 0.11% hits; AID 463141;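 active means activation above the mean of all tested compounds plus 3 SD, cut at about 21% in these data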;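 further: 0% = DMSO alone and 100% = DMSO wells spiked with extra 5 µM PC-3 D3A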
Target sequence (P42574 whole entry D9A/D28A/D175A): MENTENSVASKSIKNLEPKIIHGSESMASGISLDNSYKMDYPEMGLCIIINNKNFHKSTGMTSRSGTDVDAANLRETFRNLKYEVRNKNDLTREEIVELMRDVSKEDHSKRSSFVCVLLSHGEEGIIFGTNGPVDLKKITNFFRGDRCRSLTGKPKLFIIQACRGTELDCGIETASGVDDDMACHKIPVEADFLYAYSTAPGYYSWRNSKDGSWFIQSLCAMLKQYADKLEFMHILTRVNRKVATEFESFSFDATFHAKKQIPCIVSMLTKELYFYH
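Assay system – Procaspase-3 D3A mutant · Benchmarks – DMSO low control, extra-enzyme high control · Technique – 405 nm absorbance of p-nitroaniline, reads at 0 and 120 min · Doses – 8.5 µM nominal · Measure – % activation between DMSO and enzyme-spiked controls · Also added – Ac-DEVD-pNA chromogenic peptide substrate · Schedule – 1 h compound preincubation, 2 h substrate hydrolysis at 25 °C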
RPL19A TOR yeast: alters RPL19A-GFP fluorescence in TOR pathway yeast screen; S. cerevisiae RPL19A-GFP strain, flow cytometry, 3 h; active compounds read low; percent response vs DMSO, % at 10 µM; 330,000 compounds, 0.3% hits;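 active means percent response vs DMSO below 50%; inconclusive means fewer than 70 events counted for the yeast strain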;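 further: median channel GFP fluorescence of the barcoded RPL19A-GFP strain; ratio of sample median GFP to plate DMSO average so 100% = DMSO; lower means less RPL19A-GFP as with rapamycin TOR inhibition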
AHR act: activators of human aryl hydrocarbon receptor; P35869; AHR-responsive luciferase reporter cells, luminescence; 320,000 compounds, 2.5% hits; activation, % at 5 µM; in the data active means activation above about 47%;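 further: 0% = vehicle wells and 100% = reference agonist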
Starred values were filed as active, the others as inactive; ? = inconclusive; · = not tested or not shown; [ ] = dose if it differs, or a comment.

SMILES	procasp7 counter	CIT2-GFP yeast	LAP4 TOR yeast	AGP1-GFP MLPCN	MEP2-GFP yeast	procasp3 activ	RPL19A TOR yeast	AHR act
O=C(CN1C(=O)CCSc2ccc(S(=O)(=O)N3CCCC3)cc21)NCc1ccccc1Cl	5	109	114	113	112	-1	107	0
O=C(CN1C(=O)S/C(=C\c2ccccc2F)C1=O)NC1C=CS(=O)(=O)C1 (configuration not stated)	1	103	87	92	94	-2	95	0
Cn1c2ccccc2c(=O)c2cc(C#CC3=CCCCC3)ccc21	-5	?	89[may fluoresce violet]	17[may fluoresce violet]	126[may fluoresce violet]	-7	90[may fluoresce violet]	8
O=C(COc1ccc(Cl)cc1)NCCCNC(=O)c1cccnc1	-6	119	90	103	98	-3	104	9
Nc1ccc(N=Nc2ccccc2Cl)c(N)n1	-17	86	100	90	97	-3	103	12
COc1ccc(C(=O)Nc2ccc(Cl)c(S(=O)(=O)Nc3ccccc3OC)c2)cc1	6	99	100	104	100	2	102	9
Cc1ccc(C2CC2c2n[nH]c(=S)n2-c2ccc(Cl)cc2)cc1 (configuration not stated)	-13	92	94	92	94	-21	96	0
Cc1ccc(-c2cc(C(=O)Nc3nccs3)c3ccccc3n2)c(C)c1	-2	107	87	98	100	-9	102	46
NS(=O)(=O)c1ccc(NC(=O)/C=C/c2ccccc2Cl)cc1	9	93	96	100	96	-3	101	-3
COc1cc(C(=O)Nc2ccc(S(=O)(=O)N(C)c3ccccc3)cc2)cc(OC)c1OC	-1	106	104	106	110	3	108	18
O=C(COC(=O)/C=C/C(=O)OCC(=O)NC12CC3CC(CC(C3)C1)C2)NC12CC3CC(CC(C3)C1)C2	-4	89	112	94	106	4	101	1
Cc1ccc(S(=O)(=O)CC(=O)N2CCOCC2)cc1	10	101	92	94	98	6	93	2
COCCN(CC(=O)Nc1cccc(C)c1C)C(=O)c1cc(-c2cccs2)nn1-c1ccccc1	2	92	88	97	93	2	94	1
O=C(NNC1CC(=O)N(c2cccc(Cl)c2)C1=O)c1cccnc1 (configuration not stated)	1	97	85	94	96	-14	103	2
Cc1ccc(C)c(C(C)NC(=O)c2ccc(Br)o2)c1 (configuration not stated)	-6	106	98	104	109	3	105	2
COCCNC(=O)CS(=O)(=O)Cc1nc(-c2ccc(C)cc2)oc1C	6	97	106	96	104	1	95	-1
CSCCC(Nc1ncnc2ccc(Br)cc12)C(=O)O (configuration not stated)	9	96	97	96	100	-5	95	12
COc1ccc(C(CNC(=O)c2oc3cc(C)c(C)cc3c2C)N2CCCCC2)cc1 (configuration not stated)	3	96	93	95	90	-4	92	0
O=C(O)C1=C[C@@H](c2ccccc2)C[C@@H](OCc2ccc(CO)cc2)O1	6	89	100	91	94	3	102	0
O=C(CSc1nnc(-c2ccc(C(F)(F)F)cn2)s1)c1ccccc1	4	103	109	108	103	-1	100	0
Cc1ccc(NC(=O)COC(=O)/C=C/c2cccs2)cc1	-1	84	98	92	96	2	97	-1
Oc1ccc(N=Nc2c(O)ccc3ccccc23)cc1	3	94	106	92	98	-9	98	79*
COc1cccc(Nc2nc(-c3cccc(N4C(=O)c5ccccc5C4=O)c3)cs2)c1	-4	101	93	101	99	3	93	46
COc1ccc(C(=O)NNC(=O)C2CCCO2)cc1 (configuration not stated)	-3	107	108	106	97	3	99	3
O=C(/C=C/Sc1ncn[nH]1)c1ccc(Cl)cc1	-13	92	219*	76	92	-13	101	0
CCN=C1SC(C(N)=O)CC(=O)N1CC (configuration not stated)	-20	79	·	91	95	-10	91	2
CCN1CCN(S(=O)(=O)c2cccc(S(=O)(=O)N3CCOCC3)c2)CC1	2	96	101	102	94	2	101	6
Cc1ccc(C)c(S(=O)(=O)N2CCN(C(=O)CCc3nc4ccccc4c(=O)[nH]3)CC2)c1	9	89	98	104	99	6	98	-3
O=C(COC(=O)C(Cc1ccccc1)NC(=O)c1ccc(Cl)cc1)c1ccc(Cl)cc1 (configuration not stated)	2	102	93	102	108	4	101	3
O=C(CNS(=O)(=O)c1ccc(Br)s1)N1CCCC1	2	100	103	104	105	-4	101	3
CN(CC(=O)O)S(=O)(=O)c1ccc2c(c1)n(C)c(=O)c(=O)n2C	2	104	99	99	98	0	104	-1
COC(=O)c1n[nH]nc1-c1ccccc1	-5	95	92	97	97	2	96	5
COc1cc2cnc(-c3ccccc3)c(-c3ccc([N+](=O)[O-])cc3)c2cc1OC	9	106	98	104	105	-1	106	-1
Cc1ccc(N(C)C(=O)n2cnc3ccccc32)cc1	-2	87	95	102	94	-8	94	0
CC(OC(=O)c1cccc(S(=O)(=O)N2CCCCC2)c1)C(=O)NC1CCCCC1C (configuration not stated)	4	94	81	88	85	0	91	-2
CCCCNC(=O)CSc1nc2cc(OC)c(OC)cc2c(=O)n1Cc1ccc(OC)cc1	11	102	100	105	112	1	99	3
O=C(c1ccc(OC2CCN(Cc3ccc(C(F)(F)F)cc3)CC2)cc1)N1CCCCC1	-1	97	91	91	107	0	96	4
COc1ccc(NC(=O)NCCc2c[nH]c3ccccc23)c(OC)c1	·	95	98	97	108	·	102	·
CCCc1[nH]nc2c1C(C1CC=CCC1)C(C#N)=C(N)O2 (configuration not stated)	0	94	89	93	100	-13	98	2
CN(CC(=O)Nc1ccc(OC(F)(F)F)cc1)C(=O)/C=C/c1ccco1	2	95	108	98	100	-6	97	1
CCN1CCN(S(=O)(=O)c2ccc(OC)c3ccccc23)CC1	-5	100	102	102	101	-2	103	2
Oc1cc(O)c2c(c1)O[C@H](c1ccc(O)c(O)c1)[C@H](O)C2	-4	77	122	93	96	1	100	-1
CC(=O)c1sc(N/N=C\c2ccc(C)cc2)nc1C	-18	97	99	89	92	-5	98	9
CC(C)(C)NS(=O)(=O)c1ccc2nc(NC(=O)Cc3cccs3)sc2c1	9	106	98	99	99	-3	99	-1
Nc1ccc2nc(SCC(=O)c3ccccc3)sc2c1	-6	97	98	97	108	9	105	49*
COCCNC(=O)c1cccc(NC(=O)C2=C(C)OCCS2)c1	-1	100	97	96	111	1	100	0
N/C(=N\OC(=O)c1ccc(Cl)cc1)c1ccc(Cl)cc1	-9	98	103	74	98	6	97	24
COc1ccc(CN2CCN(Cc3ccccc3)C(CCO)C2)cc1OC (configuration not stated)	5	101	95	96	101	4	101	7

Part of the list above, as a markdown table.
| SMILES | procasp7 counter | CIT2-GFP yeast | LAP4 TOR yeast | AGP1-GFP MLPCN | MEP2-GFP yeast | procasp3 activ | RPL19A TOR yeast | AHR act |
| --- | --- | --- | --- | --- | --- | --- | --- | --- |
| N/C(=N\OC(=O)c1ccc(Cl)cc1)c1ccc(Cl)cc1 | -9 | 98 | 103 | 74 | 98 | 6 | 97 | 24 |
| COc1ccc(CN2CCN(Cc3ccccc3)C(CCO)C2)cc1OC (configuration not stated) | 5 | 101 | 95 | 96 | 101 | 4 | 101 | 7 |
| CC(=O)c1sc(N/N=C\c2ccc(C)cc2)nc1C | -18 | 97 | 99 | 89 | 92 | -5 | 98 | 9 |
| COCCNC(=O)c1cccc(NC(=O)C2=C(C)OCCS2)c1 | -1 | 100 | 97 | 96 | 111 | 1 | 100 | 0 |

Shown as a hit in LAP4 TOR yeast, of those listed so far:
smiles	CIT2-GFP yeast	LAP4 TOR yeast	AGP1-GFP MLPCN	MEP2-GFP yeast	procasp3 activ	RPL19A TOR yeast	AHR act
O=C(/C=C/Sc1ncn[nH]1)c1ccc(Cl)cc1	92	219*	76	92	-13	101	0

Further entries.
SMILES	procasp7 counter	CIT2-GFP yeast	LAP4 TOR yeast	AGP1-GFP MLPCN	MEP2-GFP yeast	procasp3 activ	RPL19A TOR yeast	AHR act
CC(C)C[C@H](NC(=O)c1nc[nH]c1C(=O)NCC(=O)OC(C)(C)C)C(=O)OCc1ccccc1	0	93	100	89	101	15	100	5
CCSC1=N/C(=C/c2ccsc2)C(=O)N1c1ccccc1	-11	93	96	104	102	-9	104	12
O=C(Nc1cccc(C(=O)N2CCOCC2)c1)c1ccc([N+](=O)[O-])cc1	8	97	92	99	97	5	100	1
CC1(C)CC(=O)C2=C(C1)NC(=O)NC2c1ccccc1Cl (configuration not stated)	-5	99	107	107	103	-12	99	-3
CC1(c2ccccc2)NC(=O)N(CC(=O)Nc2ccccc2N2CCCCC2)C1=O (configuration not stated)	7	102	104	102	100	3	98	0
COc1ccc(N=Cc2c(O)n(-c3ccc(OC)cc3)c(=O)c3ccccc23)cc1	1	88	99	·	96	9	90	-3
CSCCC(NS(=O)(=O)c1ccc(Cl)cc1)C(=O)OCC(=O)c1ccc(F)cc1 (configuration not stated)	-2	98	107	109	92	5	104	0
Cc1ccccc1C(=O)OC(C)C(=O)NCc1ccc2c(c1)OCO2 (configuration not stated)	-5	91	98	97	93	-3	97	4
Cc1nnc(SCC(=O)Nc2nsc(-c3ccc(Cl)cc3)n2)s1	-7	·	88	90	95	9	93	-2
Cc1ccnc(Sc2nc3c(c(=O)[nH]c(=O)n3C)n2CCCc2ccccc2)n1	17	·	95	107	99	6	104	2
Cc1nn(C)cc1CN(C)C(=O)c1cc(-c2ccccc2)nc2ccc(Br)cc12	10	96	99	100	95	-3	98	13
COc1ccc(C(=O)C2CCCN(Cc3cccn3-c3ccccn3)C2)cc1F (configuration not stated)	7	102	99	108	96	3	92	11
O=C(Nc1ccc(S(=O)(=O)Nc2ccc(F)cc2)cc1)c1ccc(CN2CCOCC2)cc1	3	97	115	96	105	3	100	-10
Cc1ccc(N=Nc2ccc(O)cc2)c(Br)c1	-2	85	110	83	101	-11	101	10
NC(N)=NNC(=O)c1ccccc1Cl	-6	100	95	105	103	6	105	11
O=C(c1cccc(F)c1)N1CCN(C(=O)C(c2ccccc2)c2ccccc2)CC1	-1	99	99	104	103	5	110	-1
C[C@H](NC(=O)c1ccco1)C(=O)NCCc1ccc(S(N)(=O)=O)cc1	3	96	98	100	96	-2	98	0
Cc1ccc(CN2CCN(C3CCCC3)C(CCO)C2)s1 (configuration not stated)	1	93	95	93	90	0	91	1
COc1ccc(/C=N/S(=O)(=O)c2ccccc2)cc1OC	-9	103	108	108	101	0	105	-2
CCC(=O)N1CCCc2cc(S(=O)(=O)N3CCCc4ccccc43)ccc21	0	82	97	100	99	4	99	9
O=C(CCS(=O)(=O)c1ccccc1)Nc1cccc2c1C(=O)NC2=O	-3	97	99	95	101	0	96	2
Cc1c(C(=O)NC(=S)NCc2cccnc2)oc2ccccc12	4	102	109	104	107	-1	101	6
O=c1c2ccccc2c(C=Nc2cccc(S(=O)(=O)NC3=NCCCCC3)c2)c(O)n1Cc1ccccc1	1	96	104	98	104	3	98	0
C=C(C)C(=O)Nc1cccc(C2=NOC3(C2)C[C@H](C(N)=O)N(C(=O)c2ccccc2C(=O)c2ccccc2)C3)c1 (some centres not stated)	-4	104	94	98	98	-5	98	0
COc1ccc(COC(=O)c2cccc(S(=O)(=O)N3CCN(C(C)=O)CC3)c2)cc1	0	105	110	106	100	-9	95	5
COc1cccc(-c2cc(C(F)(F)F)nc(NCc3ccco3)n2)c1	-1	103	99	102	101	-1	97	9
CC(C)CC1NC(=O)N(CC(=O)Nc2cc(F)ccc2F)C1=O (configuration not stated)	-6	89	88	93	95	11	96	-1

High-throughput results: PubChem, several laboratories
